# M5 PAM = CHRM5 positive allosteric modulation. CHO-K1 hM5, Fluo-8 calcium, ACh EC20 PAM; 0% = ACh EC20, 100% = ACh EC100. activation, % at 3 µM. 0.3% of 360,000 active;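 active = activation above the run cutoff, the mean activation of all test compounds plus 3 SD, cut at about 18% in these data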
#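 Assay system: CHO-K1 hM5 cells / Incubation: Fluo-8 loading 80 min at 37 °C plus 30 min room temperature / Technique: Fluo-8 calcium dye fluorescence, kinetic read / Repeats: single replicate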
# CHRM5 antagonist = blocks acetylcholine activation of human M5 receptor | AID 624040 | P08912 | CHO-hM5 cells, Fluo-8 calcium fluorescence, ACh EC80 | inhibition, % at 3 µM | 0.59% of 360,000 active;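 active = inhibition above a per-plate cutoff, the mean of that plate's test compounds plus 3 SD, cut at about 27% in these data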;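 note: 0% = acetylcholine EC80 with DMSO and 100% = DMSO without agonist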
# M4 PAM = positive allosteric modulators of human muscarinic M4 receptor. 0.4% of 360,000 active. activation, % at 3 µM. CHO-K1 hM4/Gqi5, Fluo-8 calcium fluorescence, ACh EC20; 0% = ACh EC20, 100% = maximal ACh. P08173;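 active = activation above its plate's cutoff, the mean activation of sample wells plus 3 SD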; note: some results filed as inactive read as strong as hits
# Target sequence (P08173 whole entry, looked up): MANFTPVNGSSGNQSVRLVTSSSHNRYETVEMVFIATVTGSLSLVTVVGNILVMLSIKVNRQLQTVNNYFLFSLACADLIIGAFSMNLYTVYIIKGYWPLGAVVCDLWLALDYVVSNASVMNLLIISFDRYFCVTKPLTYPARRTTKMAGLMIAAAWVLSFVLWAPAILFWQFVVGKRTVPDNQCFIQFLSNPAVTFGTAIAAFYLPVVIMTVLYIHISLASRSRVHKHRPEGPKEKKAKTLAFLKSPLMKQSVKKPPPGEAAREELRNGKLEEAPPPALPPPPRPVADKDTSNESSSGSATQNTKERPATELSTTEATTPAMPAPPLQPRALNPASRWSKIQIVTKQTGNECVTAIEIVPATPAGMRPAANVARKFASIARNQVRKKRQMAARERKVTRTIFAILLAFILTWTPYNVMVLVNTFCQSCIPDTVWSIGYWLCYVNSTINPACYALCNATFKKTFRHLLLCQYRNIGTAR
# CHRM5 agonist = CHRM5 agonism in calcium assay. CHO-K1 hM5 cells, Fluo-8 calcium fluorescence; 0% DMSO wells, 100% maximal acetylcholine response. P08912. 0.19% of 360,000 active. activation, % at 3 µM;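 active = activation above the run's mean over test compounds plus 3 SD, cut at about 23% in these data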;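 note: signal is peak over basal fluorescence ratio across the kinetic read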
# CHRM4 antagonist = blocks acetylcholine activation of human M4 receptor. inhibition, % at 3 µM. CHO-hM4 cells, ACh EC80, Fluo-8 calcium fluorescence. 0.73% of 360,000 active;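 active = inhibition above its plate's cutoff, the mean inhibition of sample wells plus 3 SD, cut at about 27% in these data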;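 note: 0% = acetylcholine EC80 with DMSO and 100% = DMSO without agonist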
# CRFR2-BP ag = CRF-BP/CRF-R2 complex agonism; HEK293 CRF-R2/CRF-BP, calcium dye fluorescence (FLIPR); percent of saturating CRF peptide response; activation, % at 13.2 µM; 0.46% of 350,000 active; AID 588473;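 active = activation of at least 50%, plus an integration ratio under a set limit after plate pattern correction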;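 note: plate controls were neutral control wells without compound for no effect and CRF at EC100 for full effect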
# CRFR2-BP antag = antagonists of CRF-binding protein/CRF-R2 receptor complex; HEK293 CRF-R2/CRF-BP, CRF-induced calcium fluorescence; inhibition, % at 11.8 µM; 0.59% of 350,000 active;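 active = inhibition of the ligand-induced calcium signal above about 50% at the single tested concentration, limit read from the data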
# M1 PAM = human CHRM1 positive allosteric modulation | P11229 | CHO-K1 hM1, Fluo-8 calcium fluorescence, ACh EC20; 0% = ACh EC20, 100% = maximal ACh | activation, % at 3 µM | 0.088% of 360,000 active; in the data active = activation above about 19%, passing the limit was not always enough
# Target sequence (P11229 whole entry, looked up): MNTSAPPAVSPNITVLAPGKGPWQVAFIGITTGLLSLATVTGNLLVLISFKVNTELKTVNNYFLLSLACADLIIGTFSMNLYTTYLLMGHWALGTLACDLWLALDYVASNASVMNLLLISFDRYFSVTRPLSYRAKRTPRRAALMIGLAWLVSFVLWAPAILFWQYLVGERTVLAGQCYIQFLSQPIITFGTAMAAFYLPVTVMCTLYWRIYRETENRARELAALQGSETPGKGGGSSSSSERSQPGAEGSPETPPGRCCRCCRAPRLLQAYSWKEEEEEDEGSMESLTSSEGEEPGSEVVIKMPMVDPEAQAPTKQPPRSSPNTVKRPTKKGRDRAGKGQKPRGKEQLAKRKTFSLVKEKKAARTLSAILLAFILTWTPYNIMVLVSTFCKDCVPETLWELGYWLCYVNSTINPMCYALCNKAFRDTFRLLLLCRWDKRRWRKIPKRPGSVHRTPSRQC
# M4 ag = agonists of human muscarinic M4 receptor (CHRM4); CHO-K1 hM4/Gqi5, Fluo-8 calcium fluorescence; vehicle 0%, full acetylcholine response 100%; activation, % at 3 µM; 0.14% of 360,000 active; AID 624127;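 active = activation above the run mean over all test wells plus 3 SD, cut at about 32% in these data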;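 note: peak over basal fluorescence ratio per well then scaled between controls; 0% = DMSO wells and 100% = acetylcholine at EC100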
# An asterisk follows results filed as active; · = not tested or not shown.
SMILES,M5 PAM,CHRM5 antagonist,M4 PAM,CHRM5 agonist,CHRM4 antagonist,CRFR2-BP ag,CRFR2-BP antag,M1 PAM,M4 ag
CCN(CC)CCNc1ncnc2c1sc1nc(N3CCOCC3)c3c(c12)CC(C)(C)SC3,0,2,-7,-5,5,-0.1,-19,-13,2
CC(C)c1ccc(OCC(=O)N(Cc2ccco2)C2CCS(=O)(=O)C2)cc1 (stereo not given),-7,2,4,3,-8,23,-22,6,2
Cc1ccc(C(C)C)c(OCC(=O)N2CCOCC2)c1,9,-14,4,-4,-2,1.6,-12,4,0
CCc1cccc(NS(=O)(=O)c2cccc3cccnc23)c1,-5,4,-6,1,-3,-1.1,5,3,2
CCN(CC(=O)Nc1cc(Cl)ccc1OC)CC(=O)NC1CCS(=O)(=O)C1 (stereo not given),2,2,8,-3,-4,-3.2,3,9,1
O=C(CN1CCCC1)Nc1ccc(OC(F)(F)F)cc1,-4,1,-3,1,-5,8.5,0,4,1
COc1ccc(-n2nc(C(=O)NCC(=O)N3CCN(c4ccccn4)CC3)c3ccccc3c2=O)c(OC)c1,0,-5,-11,-1,3,0.7,-4,-1,5
COC(=O)C1=NN(c2ccc(OC)cc2)C2C(=O)N(c3ccccc3OC)C(=O)C12 (stereo not given),9,1,-1,7,6,-0.9,2,13,1
Cn1c(NCc2ccncc2)nc2cc(-c3ccsc3)sc2c1=O,-3,3,-2,-1,0,·,·,9,2
Brc1ccc(OCCCCCN2CCOCC2)cc1,-9,-10,-14,-4,4,-0.5,-9,-3,3
Cn1c(=O)c2cc(NC(=O)CCc3ccccc3)ccc2n1Cc1cccc(C(F)(F)F)c1,-3,0,-2,1,-2,·,·,1,10
Cc1nc([N+](=O)[O-])c(SCC(N)=O)n1Cc1ccccc1,9,6,1,-2,-1,0.0,-1,1,2
CC(C)(C)c1ccc(C(=O)Nc2nnc(SCC(=O)NCC3CCCO3)s2)cc1 (stereo not given),-3,15,-3,-4,2,-0.6,-6,1,1
COC(CNC(=O)CNC(=S)N(CCCN1CCOCC1)Cc1cccs1)OC,9,-6,15,1,-11,6.9,12,16,2
CCCNC(=O)c1cc2c(c(-c3cccc(-c4cc5ccccc5o4)c3)n1)[C@H](CCO)N(C(=O)NC(C)C)C2,-20,11,-6,2,19,·,·,·,14
CCc1ccc(OCC(=O)N/N=C(\C)c2ccc3c(c2)OCCO3)cc1,-1,6,1,0,2,-1.7,40,2,0
N#CC[C@H](c1ccccc1)N1CCN(Cc2ccccc2)CCC1=O,6,5,-3,-4,8,-0.3,4,-12,-1
COc1cc(/C=N/NC(=O)c2ccc(=O)[nH]n2)ccc1O,2,7,1,-1,9,-1.8,24,-1,0
CC1(C)CC(=O)C(CCCN2C(=O)c3ccccc3C2=O)C(=O)C1,-7,10,-12,2,7,-4.2,0,0,4
COc1ccc(Cl)c(-c2cc(C(=O)Nc3ccc(F)cc3)[nH]n2)c1,-9,-4,-5,3,4,·,·,-9,13
CC(C)C(=O)N(Cc1cc2ccccc2[nH]c1=O)C(C)(C)C,4,-8,1,-2,10,2.6,-10,3,1
Cc1nc2cc(NC(=O)CS(=O)(=O)c3ccccc3)ccc2s1,-4,4,-1,3,-11,0.2,3,15,5
Cc1[nH]n(C)c(=O)c1[N+](=O)[O-],0,10,13,0,-3,-1.6,-1,14,0
COc1ccc(OC)c(NC(=O)CCNC(=O)Cn2cnc3ccccc3c2=O)c1,4,4,0,-2,7,0.8,20,11,1
CC(C)c1cc(C(N)=O)c(NC(=O)c2cccc(COc3ccc(Cl)cc3)c2)s1,-7,11,0,0,-5,13,-8,8,1
O=C(OCCN1CCOCC1)c1ccc2c(c1)OCCO2,3,-3,7,-6,0,2.1,1,7,1
COc1ccc(CC(=O)Nc2cccc(S(=O)(=O)N3CCCC3)c2)cc1OC,-12,3,-3,10,1,0.2,0,-11,13
COC(=O)c1[nH]c(C)c(/C(O)=C2\C(=O)C(=O)N(CCN(C)C)C2c2cccc(OC)c2OC)c1C (stereo not given),2,4,-1,0,9,-2.5,18,3,0
Cc1cc(NS(=O)(=O)c2ccc(NC(=O)COc3ccccc3C(C)C)cc2)no1,0,0,6,-5,-15,-3.6,-1,15,-2
COc1cccc(Nc2nnc(SCC(=O)Nc3sccc3C(N)=O)s2)c1,-24,9,-45,3,29*,-0.5,-5,-11,19
Cc1cccc(CC(=O)Nc2ccc(C(=O)N3CCCCC3)cc2)c1,12,-2,4,3,-11,0.1,-5,18,3
Cc1ccc2cc(CN(CC3CCCO3)C(=S)Nc3ccccc3)c(=O)[nH]c2c1C (stereo not given),-9,4,-4,-2,-9,0.4,-3,-3,4
CC1Cc2ccccc2N1S(=O)(=O)c1cccc(C(=O)NCCCO)c1 (stereo not given),3,-1,14,1,-6,-2.4,9,3,1
CCOc1ccc(NC2=NCCC(=O)N2Cc2cccs2)cc1,3,-7,10,-3,-5,0.1,12,7,-1
CCOc1nnc(C)c2c(C)n(-c3cccc(Cl)c3)nc12,3,-2,4,2,10,2.4,20,8,-1
Cc1ccc(S(=O)(=O)Nc2cc(C(C)C)c(O)cc2C)cc1,-9,-2,-7,-3,-2,-3.1,19,4,0
Cc1csc(CNC(=O)C2CCC(=O)N(CCc3cccc(F)c3)C2)n1 (stereo not given),3,-2,2,-2,-4,-1.1,-10,3,1
O=C(N/N=C/c1ccncc1)c1cc([N+](=O)[O-])cc([N+](=O)[O-])c1O,3,-4,18,0,3,0.3,-9,6,1
COc1ccc(CCN2C(=O)CSCC2(C)C(=O)Nc2ccc3c(c2)OCCO3)cc1OC (stereo not given),3,1,5,0,-14,·,·,·,4
Cc1ccc(CNC(=S)N(C)C)cc1,-2,4,-1,-1,-2,-1.6,10,8,0
COc1ccc(Cl)cc1N1CCN(CCNC(=O)Nc2ccccc2C)CC1,-4,8,2,-3,2,-5.5,1,2,14
COc1cccc(NC(=O)NCCN2CCCCC2)c1,-4,9,-4,-5,-9,6.6,0,1,-1
CCOC(=O)CNC(=S)N(Cc1cccs1)C1CCCCC1,-9,11,9,-4,-3,-0.9,7,-4,0
O=c1c2cnn(-c3ccc(F)cc3)c2ncn1Cc1ccccc1,-5,4,4,-3,-5,-1.6,35,-5,1
Cc1ccc(-c2nc3[nH]c(=O)cc(NC(=O)c4cccs4)n3n2)cc1,-6,3,-11,1,6,-4.8,-16,11,0
O=C(O)C(C1CCCCC1)C1(O)CCCC1 (stereo not given),1,15,9,-2,-5,-2.8,23,8,4
Cc1nn(-c2ccccc2)c(C)c1C(=O)OCC(=O)N1CCN(S(=O)(=O)c2ccccc2)CC1,4,0,3,-3,-3,-0.9,5,4,0
Cc1ccc(CN2CCC[C@]3(N[C@H](c4ccccc4)[C@@H]4C(=O)N(Cc5ccccc5)C(=O)[C@@H]43)C2=O)cc1,-4,11,-3,1,1,-1.2,6,-3,8

# Three compounds from above, ordered by the value under CRFR2-BP ag, high to low:
SMILES,M5 PAM,CHRM5 antagonist,M4 PAM,CHRM5 agonist,CHRM4 antagonist,CRFR2-BP ag,CRFR2-BP antag,M1 PAM,M4 ag
O=C(N/N=C/c1ccncc1)c1cc([N+](=O)[O-])cc([N+](=O)[O-])c1O,3,-4,18,0,3,0.3,-9,6,1
Cc1nn(-c2ccccc2)c(C)c1C(=O)OCC(=O)N1CCN(S(=O)(=O)c2ccccc2)CC1,4,0,3,-3,-3,-0.9,5,4,0
O=c1c2cnn(-c3ccc(F)cc3)c2ncn1Cc1ccccc1,-5,4,4,-3,-5,-1.6,35,-5,1

# Next results:
SMILES,M5 PAM,CHRM5 antagonist,M4 PAM,CHRM5 agonist,CHRM4 antagonist,CRFR2-BP ag,CRFR2-BP antag,M1 PAM,M4 ag
Cc1nnsc1NC(=O)OCc1ccc(C(F)(F)F)cc1,-3,-4,-2,3,9,-1.7,1,2,10
CCN(CC)c1nc(NN)nc(Nc2ccc(C)c(Cl)c2)n1,4,-4,-21,-1,-9,1.1,-19,-5,0
C[C@@H]1CN([C@H](C)CO)C(=O)CCCn2cc(nn2)CO[C@H]1CN(C)S(=O)(=O)c1cccs1,-4,5,-10,1,4,·,·,-4,-1
Cc1cc(SCC(=O)N/N=C/c2ccccc2C(=O)O)c(C)cc1Br,12,-8,-6,0,8,-1.4,4,13,0
CN(C)CCCN(C(=O)c1cc2cc([N+](=O)[O-])ccc2s1)c1nc2cc3c(cc2s1)OCCO3,-6,8,5,-4,-3,5.7,-18,7,1
Cc1nc2c(n1O)CCC/C2=N\O,4,-8,11,3,5,-2.0,2,15,0
CN(C(=O)COc1ncnc2ccccc12)C1CCCCC1,2,5,19,-3,-8,1.9,-7,8,2
CN(C)c1ccc(-c2ccnc3c2CC(C)(C(=O)NCc2cccs2)O3)cc1 (stereo not given),-3,8,7,-2,-9,·,·,5,-1
Cc1cccc(-n2c(CNC(=O)COc3ccccc3)nnc2SCC(=O)Nc2nccs2)c1,8,0,12,-2,-6,1.5,-3,2,1
CC(C)CCNC(=O)Cn1c(=O)oc2cc(S(=O)(=O)N3CC(C)CC(C)C3)ccc21 (stereo not given),5,-5,3,0,-6,-0.1,-2,2,0
O=C(Nn1cnnc1)c1ccccc1F,-3,10,-3,-4,-10,-1.7,-1,10,1

# 14 neighbouring entries out of the list so far, for reference:
SMILES,M5 PAM,CHRM5 antagonist,M4 PAM,CHRM5 agonist,CHRM4 antagonist,CRFR2-BP ag,CRFR2-BP antag,M1 PAM,M4 ag
CCc1cccc(NS(=O)(=O)c2cccc3cccnc23)c1,-5,4,-6,1,-3,-1.1,5,3,2
CCN(CC(=O)Nc1cc(Cl)ccc1OC)CC(=O)NC1CCS(=O)(=O)C1 (stereo not given),2,2,8,-3,-4,-3.2,3,9,1
O=C(CN1CCCC1)Nc1ccc(OC(F)(F)F)cc1,-4,1,-3,1,-5,8.5,0,4,1
COc1ccc(-n2nc(C(=O)NCC(=O)N3CCN(c4ccccn4)CC3)c3ccccc3c2=O)c(OC)c1,0,-5,-11,-1,3,0.7,-4,-1,5
COC(=O)C1=NN(c2ccc(OC)cc2)C2C(=O)N(c3ccccc3OC)C(=O)C12 (stereo not given),9,1,-1,7,6,-0.9,2,13,1
Cn1c(NCc2ccncc2)nc2cc(-c3ccsc3)sc2c1=O,-3,3,-2,-1,0,·,·,9,2
Brc1ccc(OCCCCCN2CCOCC2)cc1,-9,-10,-14,-4,4,-0.5,-9,-3,3
Cn1c(=O)c2cc(NC(=O)CCc3ccccc3)ccc2n1Cc1cccc(C(F)(F)F)c1,-3,0,-2,1,-2,·,·,1,10
Cc1nc([N+](=O)[O-])c(SCC(N)=O)n1Cc1ccccc1,9,6,1,-2,-1,0.0,-1,1,2
CC(C)(C)c1ccc(C(=O)Nc2nnc(SCC(=O)NCC3CCCO3)s2)cc1 (stereo not given),-3,15,-3,-4,2,-0.6,-6,1,1
COC(CNC(=O)CNC(=S)N(CCCN1CCOCC1)Cc1cccs1)OC,9,-6,15,1,-11,6.9,12,16,2
CCCNC(=O)c1cc2c(c(-c3cccc(-c4cc5ccccc5o4)c3)n1)[C@H](CCO)N(C(=O)NC(C)C)C2,-20,11,-6,2,19,·,·,·,14
CCc1ccc(OCC(=O)N/N=C(\C)c2ccc3c(c2)OCCO3)cc1,-1,6,1,0,2,-1.7,40,2,0
N#CC[C@H](c1ccccc1)N1CCN(Cc2ccccc2)CCC1=O,6,5,-3,-4,8,-0.3,4,-12,-1

# Screening results as filed in PubChem BioAssay.
